NPR1 activator: GC-A stimulated cGMP production enhancers – HEK293 GC-A cells, cGMP TR-FRET, EC30 ANP, primary screen. Atrial natriuretic peptide receptor 1 (Homo sapiens), P16066. 0% at EC30 ANP, 100% saturating ANP. activation, % at 10 µM. hit rate 0.14% among 370,000. AID 1671463, 2021; in the data active means activation above about 40%
DAX1 inh-1: DAX1 (NR0B1) inhibitors, primary screen, cell-based, HEK293, Gal4-DAX1, luciferase luminescence | Nuclear receptor subfamily 0 group B member 1 (Homo sapiens), P51843 | HEK293 Gal4-DAX1 luciferase reporter | inhibition, % at 6.75 µM | hit rate 0.99% among 340,000 | AID 504766, 2011;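 active means inhibition above the mean over all tested compounds plus 3 SD, cut at about 4.2% in these data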;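 further: 0% = DAX1-transfected cells with DMSO and 100% = empty-vector control cells with DMSO; inhibition shows as a rise in luminescence from relieved DAX1 repression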
hgDAF-12 ag: H. glycines DAF-12 receptor agonists, primary screen, cell-based, luminescence, HEK293, GAL4 fusion, UAS-luciferase | Nuclear hormone receptor DAF-12 (Heterodera glycines), GAL4 fusion | HEK293 GAL4-hgDAF12 UAS-luciferase reporter, agonist luminescence; normalized to butyrate control | activation, % at 6.8 µM | hit rate 1.8% among 370,000 | AID 687014, 2013;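 active means activation above a cutoff set at the mean of all screened compounds plus 3 SD, cut at about 10% in these data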;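 further: 0% = DMSO wells and 100% = sodium butyrate wells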
GC-B act: human GC-B receptor activators, primary screen, HEK293 GC-B cells, cGMP TR-FRET, EC30 CNP; Atrial natriuretic peptide receptor 2 (Homo sapiens), P20594; 0% at EC30 CNP, 100% saturating CNP; activation, % at 10 µM; hit rate 0.11% among 370,000; AID 1920062, 2024;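 active means activation at 10 µM reaching about 35% in either raw or pattern-adjusted values, limit read from the data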
Target sequence (P20594 whole entry, looked up): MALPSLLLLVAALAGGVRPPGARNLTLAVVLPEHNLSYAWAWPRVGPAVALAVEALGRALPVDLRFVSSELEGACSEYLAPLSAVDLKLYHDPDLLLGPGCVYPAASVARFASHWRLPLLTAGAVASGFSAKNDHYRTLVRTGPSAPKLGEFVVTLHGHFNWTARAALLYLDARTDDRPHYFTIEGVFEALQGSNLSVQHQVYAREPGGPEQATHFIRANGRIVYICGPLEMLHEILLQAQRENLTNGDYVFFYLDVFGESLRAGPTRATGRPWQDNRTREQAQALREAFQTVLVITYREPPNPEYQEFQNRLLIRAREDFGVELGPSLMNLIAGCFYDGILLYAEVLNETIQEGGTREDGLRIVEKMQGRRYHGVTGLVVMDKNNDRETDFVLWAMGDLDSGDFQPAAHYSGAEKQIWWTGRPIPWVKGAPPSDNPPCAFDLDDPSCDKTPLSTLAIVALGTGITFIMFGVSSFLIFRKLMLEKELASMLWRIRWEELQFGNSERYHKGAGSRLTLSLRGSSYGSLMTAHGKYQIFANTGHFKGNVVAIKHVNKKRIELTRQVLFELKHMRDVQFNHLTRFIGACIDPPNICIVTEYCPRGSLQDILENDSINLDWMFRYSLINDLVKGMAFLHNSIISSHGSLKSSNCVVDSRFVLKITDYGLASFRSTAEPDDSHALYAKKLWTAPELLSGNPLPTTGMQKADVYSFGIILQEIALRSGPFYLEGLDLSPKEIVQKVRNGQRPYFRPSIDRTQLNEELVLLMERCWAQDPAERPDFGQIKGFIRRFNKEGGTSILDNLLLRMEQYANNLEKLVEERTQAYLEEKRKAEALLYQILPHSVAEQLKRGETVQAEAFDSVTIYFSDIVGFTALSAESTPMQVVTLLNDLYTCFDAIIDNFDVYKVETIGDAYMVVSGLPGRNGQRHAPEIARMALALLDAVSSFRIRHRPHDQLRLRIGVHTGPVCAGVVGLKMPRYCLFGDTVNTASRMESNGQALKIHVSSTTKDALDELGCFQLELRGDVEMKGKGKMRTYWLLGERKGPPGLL
SMARCA2 act: SMARCA2 (BRM) function activators, primary screen, cell-based, luminescence, high throughput | MG213 cells, MMTV-luciferase reporter, dexamethasone, overnight | activation, % at 9.1 µM | hit rate 1% among 370,000 | AID 652017, 2013; in the data active means activation above about 7.8%;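 further: 0% = vehicle wells and 100% = reference activator wells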
HGIII-sPLA2 inh: human group III sPLA2 inhibitors, primary screen, biochemical, QFRET, BODIPY PC-A2 liposome substrate | Group 3 secretory phospholipase A2 (Homo sapiens), Q9NZ20 | QFRET BODIPY PC-A2 liposome hydrolysis, fluorescence | inhibition, % at 12.2 µM | hit rate 0.56% among 370,000 | AID 743126, 2013;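 active means inhibition above mean plus 3 SD of compounds lying within the high and low control bounds, cut at about 19% in these data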;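 further: 0% = median of test compound wells and 100% = no enzyme DMSO wells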
GAA850 FXN act: FXN promoter activators, primary screen, cell-based, luciferase luminescence, HEK293 lucGAA850. HEK293 lucGAA850 FXN promoter luciferase reporter, 24 h; percent of 10 µM SAHA response. activation, % at 6 µM. hit rate 0.56% among 360,000;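 active means activation above the average of all compounds screened plus 3 SD, cutoff fixed separately per campaign, cut at about 7.5% in these data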;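 further: 0% = DMSO wells and 100% = 10 µM SAHA wells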
ADAM10 inh: human ADAM10 inhibitors, primary screen, biochemical, QFRET, HTS; recombinant ADAM10, EDANS/DABCYL FRET peptide cleavage, 3 h; inhibition, % at 7 µM; hit rate 0.62% among 370,000;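 active means inhibition above a per-campaign cutoff equal to the mean of compounds falling between control-based bounds plus 3 SD, cut at about 20% in these data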;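 further: 0% = DMSO wells while the 100% control is not disclosed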
ssDAF12 agonist: S. stercoralis DAF-12 nuclear receptor activators, primary screen, cell-based, luminescence, HEK293, GRIP1 co-expression, lit1-tk-luc | hit rate 1% among 370,000 | AID 652126, 2013 | HEK293 ssDAF-12/GRIP1 lit1-tk-luc reporter; % of 3 µM dafachronic acid response | activation, % at 6.8 µM;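 active means activation above the mean over all tested compounds plus 3 SD, cut at about 0.9% in these data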;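 further: 0% = DMSO-only wells and 100% = 3 µM delta7-dafachronic acid wells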
hcDAF-12 act: H. contortus DAF-12 nuclear receptor activators, primary screen, cell-based, luminescence, HEK293, lit1-tk-luc reporter; HEK293 hcDAF-12 lit1-tk-luc reporter; 0% DMSO, 100% Δ7-dafachronic acid; activation, % at 6.8 µM; hit rate 1.4% among 370,000; AID 652067, 2013;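 active means activation above the mean of all tested compounds plus 3 SD, cut at about 5.5% in these data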;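 further: 100% = response to 3 µM Δ7-dafachronic acid high control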
DAX1 inh-2: DAX1 (NR0B1) inhibitors on StAR promoter, primary screen, cell-based, luminescence, SF-1 (NR5A1), full-length DAX-1; HEK293T StAR-luciferase reporter, SF-1/DAX-1 repression relief; inhibition, % at 6.8 µM; hit rate 1.1% among 370,000; AID 652010, 2013;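 active means inhibition above the mean over all tested compounds plus 3 SD, cut at about 3.6% in these data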;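 further: 0% = DAX-1 cells with DMSO and 100% = cells lacking DAX-1 with DMSO; higher inhibition means more luminescence from relief of DAX-1 repression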
* hit, by the source's call; . = no result given.

SMILES	SMARCA2 act	DAX1 inh-2	hcDAF-12 act	GC-B act	DAX1 inh-1	NPR1 activator	ssDAF12 agonist	hgDAF-12 ag	GAA850 FXN act	HGIII-sPLA2 inh	ADAM10 inh
CN(C(=O)COC(=O)c1cc(-c2ccccc2Cl)nc2ccccc12)C1CCS(=O)(=O)C1 (configuration not stated)	-1	-0.9	2.3	1	-0.8	9	-0.8	0.9	4.0	-9	-4
CN1C(=O)CS(=O)c2ccc(C(=O)NC3CC3)cc21 (configuration not stated)	-1	0.9	-1.8	1	1.3	3	-1.3	-0.9	0.0	-1	-13
Cc1cccc(Cn2c(=O)n(-c3ccc(CC(=O)NCc4ccco4)cc3)c(=O)c3sccc32)c1	1	0.2	-1.5	1	0.1	4	-2.2	-2.5	-3.0	-14	-13
Cc1cc(NS(=O)(=O)c2ccc(NC(=O)Nc3cccc(C(F)(F)F)c3)cc2)no1	6	0.6	1.7	0	0.9	2	-0.5	0.6	1.9	-40	7
CN(C)c1nc(N2CCN(c3ccccc3)CC2)c(C#N)c(=O)o1	-1	0.1	-1.4	3	-0.3	-4	-1.9	-0.5	-3.0	2	3
FC(F)Oc1ccc(NC(=S)NC23CC4CC(CC(C4)C2)C3)cc1	-1	-0.4	0.1	-1	0.4	4	-1.0	0.1	0.4	7	9
Cc1ccc(S(=O)(=O)Nc2ccccc2-c2ccccc2NS(=O)(=O)c2ccc(C)cc2)cc1	-2	-0.8	-0.7	6	-0.8	-4	-1.2	-0.3	0.0	-66	21*
CC(C(=O)NC(C)(C)C)n1c(-c2ccc3c(c2)OCO3)nc2ccccc21 (configuration not stated)	-3	-0.2	0.0	4	.	2	-0.5	2.5	.	19	-32
N#Cc1cc2cc(Cl)ccc2[nH]c1=O	-4	4.1*	-0.8	-2	.	5	-0.7	0.7	.	4	-235
COC(OC)C1(CCc2ccccc2)NC(=O)NC1=O (configuration not stated)	-2	-0.6	-0.4	-5	0.5	0	-1.3	-0.7	-0.4	-2	-5
O=C(c1ccccc1C(=O)N(c1ccccc1)c1ccccc1)N1CCCCC1	-5	0.0	-1.1	-14	-1.1	-17	-0.9	-3.6	-0.4	5	1
CCn1cc(CN2CCN(CCc3ccccc3)C(CCO)C2)c(C)n1 (configuration not stated)	-2	0.1	1.1	5	-0.4	-2	-0.1	2.7	0.7	-1	-2
O=C(NCCc1csc(-c2cccnc2)n1)c1cccc(Cl)c1	-3	-1.0	-2.8	-3	-2.8	-6	-1.1	3.5	3.0	0	-3
COc1ccc(S(=O)(=O)N2CCC(C(=O)N[C@@H](C)C(=O)NC3CC3)CC2)cc1	-2	-0.6	-0.6	2	2.1	0	-0.8	2.2	-1.7	4	-15
Cn1ncc2c(N)nc(NCCO)nc21	-1	0.2	-0.7	4	-0.8	4	-0.9	-0.4	-1.3	8	-8
CN=C(Nc1cccc(OC)c1)SC1CC(=O)N(c2ccc(C(=O)O)cc2)C1=O (configuration not stated)	2	0.2	1.8	5	-1.9	3	-1.5	0.5	-1.4	-4	5
COc1cccc(OCc2cc(C(=O)NCCN3CCCCC3CO)no2)c1 (configuration not stated)	-2	0.0	-1.7	2	0.1	2	-0.3	1.4	0.2	0	-11
Cc1ccc(-n2ncc3c(=O)n(Cc4cccnc4)cnc32)cc1	-3	-0.5	-2.5	-2	-1.3	-2	-2.0	-2.6	2.5	2	1
Cc1ccccc1N=Nc1c(N)n[nH]c1N	4	0.1	1.1	2	-0.1	-1	-0.9	4.7	-1.1	4	14
O=S(=O)(c1cc(Br)c(Cl)s1)N1CCCC1	-5	0.2	-0.4	0	.	0	-1.6	0.7	0.1	2	-3
CCC1CCCCN1C(=S)NN=C(C)c1ccccn1 (configuration not stated)	-8	-1.9	-0.8	12	.	5	-1.1	1.0	.	8	-32
O=C(CNC(=O)c1ccccc1F)Nc1ccncc1	-1	0.4	-0.9	-5	0.5	0	-1.1	-2.1	-0.9	8	-4
COc1ccc(N2C(=O)C3CCCN3C2c2cccc(OC)c2OC)cc1 (configuration not stated)	-1	1.2	-2.0	2	0.5	-1	-2.3	-2.1	3.2	1	-9
CC(=O)Nc1ccc(N(C(=O)CNC(=O)c2cccs2)C(C(=O)NC(C)(C)C)c2ccccc2)cc1 (configuration not stated)	-3	0.5	-2.7	-1	1.1	2	-1.6	-0.7	-1.5	3	-7
COC(=O)C1=C(C)N(Cc2ccc(C(F)(F)F)cc2)C(=NCc2ccc(C(F)(F)F)cc2)NC1c1ccccc1C(F)(F)F (configuration not stated)	-1	-0.2	-0.6	-4	.	1	-1.3	0.2	.	-11	2
Cc1[nH]n(-c2ccccc2)c(=O)c1N=Nc1ccccc1C(=O)N1CCOCC1	3	0.0	-1.8	6	-0.3	-1	-1.4	0.6	1.0	-1	1
COCC(=O)Nc1ccc(N2CCOCC2)c(S(=O)(=O)Nc2ccccc2OC)c1	2	0.9	-0.6	-8	-0.6	-2	-1.2	-3.7	1.5	2	-12
Cc1ccc(-c2nnc(-c3cccs3)o2)cc1	10.0*	4.4*	8.8*	-1	1.8	-18	1.4*	11*	7.5	-2	-63
O=C(c1cc([N+](=O)[O-])ccc1Cl)N1CCN(c2ccccn2)CC1	-3	0.1	-0.2	4	-0.3	0	-1.1	3.1	3.3	7	-10
O=C(CS(=O)(=O)c1cn(Cc2ccc(Cl)cc2)c2ccccc12)N1CCCCC1	-1	-0.1	-1.1	-5	-0.1	-8	-1.3	1.1	0.3	2	-7

Reprinted at random: 3 entries already listed.
SMILES	SMARCA2 act	DAX1 inh-2	hcDAF-12 act	GC-B act	DAX1 inh-1	NPR1 activator	ssDAF12 agonist	hgDAF-12 ag	GAA850 FXN act	HGIII-sPLA2 inh	ADAM10 inh
Cc1cccc(Cn2c(=O)n(-c3ccc(CC(=O)NCc4ccco4)cc3)c(=O)c3sccc32)c1	1	0.2	-1.5	1	0.1	4	-2.2	-2.5	-3.0	-14	-13
O=S(=O)(c1cc(Br)c(Cl)s1)N1CCCC1	-5	0.2	-0.4	0	.	0	-1.6	0.7	0.1	2	-3
Cc1ccc(-c2nnc(-c3cccs3)o2)cc1	10.0*	4.4*	8.8*	-1	1.8	-18	1.4*	11*	7.5	-2	-63

More structures follow:
SMILES	SMARCA2 act	DAX1 inh-2	hcDAF-12 act	GC-B act	DAX1 inh-1	NPR1 activator	ssDAF12 agonist	hgDAF-12 ag	GAA850 FXN act	HGIII-sPLA2 inh	ADAM10 inh
C[C@H](CO)N1C[C@H](C)[C@@H](CN(C)C(=O)Nc2ccc3c(c2)OCO3)Oc2c(NC(=O)c3ccncc3)cccc2C1=O	1	-0.2	-1.7	1	0.3	-2	-1.2	-0.4	-0.2	5	-3
CSc1ccc(Cl)c(C(=O)Nc2cc(S(=O)(=O)N3CCOCC3)ccc2N2CCOCC2)c1	-3	-0.9	-0.5	-1	0.0	1	-1.2	0.1	2.2	10	1
CC1(C)O[C@@H]2[C@H](O1)[C@@H](CO)O[C@H]2n1cnc2c(N)ncnc21	-1	1.1	-1.1	2	0.4	8	-1.1	-0.3	-1.5	6	-5
O=C(NN=C1CCCC1)c1n[nH]c2c1CCCC2	7	-0.7	2.9	4	1.4	2	-0.3	8.7	1.8	3	7
Cc1ccc(NC(=O)C(c2ccccc2)N2CCN(CC(=O)N3CCOCC3)CC2)cc1Cl (configuration not stated)	0	-2.0	0.5	0	0.2	-2	-1.6	5.6	0.7	-5	-16
COc1ccc(N(CC(=O)Nc2cccc(N(C)S(C)(=O)=O)c2)S(C)(=O)=O)cc1OC	5	0.1	-2.3	2	-0.2	2	-1.1	2.9	-0.1	-2	1
COC(=O)c1ccc(C(=O)OC)nc1	-5	0.2	0.7	5	0.2	1	0.3	-1.0	-0.9	2	-6
Cc1ccc(NC(=O)CCc2ccc(S(=O)(=O)NC3CCCCC3)cc2)cc1	0	-1.0	-2.8	1	-0.6	-5	-1.0	-1.6	0.3	-51	13
Cc1cc(C)cc(C(=O)NCC(=O)OCC(=O)N(C)C2CCS(=O)(=O)C2)c1 (configuration not stated)	0	-0.1	1.5	-1	1.4	-1	0.4	0.2	0.1	1	3
O=C(N/N=C/c1cn(Cc2ccccc2)c2ccccc12)c1cc(O)cc(O)c1	-1	-2.2	0.9	2	0.3	0	-0.3	1.1	1.6	-12	-11
CCOC(=O)N1CCN(C(=O)C(C)c2ccc([N+](=O)[O-])cc2)CC1 (configuration not stated)	-2	0.4	-0.7	4	-0.9	-2	-0.7	-3.4	0.7	1	13

Source: PubChem
